Screens deposited in PubChem by National Center for Advancing Translational Sciences (NCATS).
Mm-Cpn inhibitor = blocks the Methanococcus maripaludis chaperonin Mm-Cpn; Potency, µM (titrated, usually from 76.9 µM), for the others: top-dose activity, negative = inhibition, most hits filed as inhibitors; 0.031% of 330,000 active; purified Mm-Cpn ATPase, ADP Transcreener TR-FRET; note: potency is the fitted concentration of half-maximal effect; % is set by controls: 0 for no effect and ±100 for the full control effect; nearly all actives have a fitted effect of over 80% in size
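ATP (10 uM final) was added to archaeal chaperonin (25 nM final) after 10 min exposure to test compound at 37°C; after 30 min further incubation, ADP was detected by competitive TR-FRET.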
GLP1R cytotox = cytotoxic in the GLP-1 receptor inverse agonist counter-screen | 0.13% of 410,000 active | Potency, µM (titrated, usually from 38.3 µM), for the others: top-dose activity change, negative = inhibition, actives largely listed as inhibitors | AID 624418 | HEK293 cAMP-luciferase reporter cells, luminescence, 24 h;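 note: loss of luciferase light is scored as toxicity; potency is the fitted concentration of half-maximal effect; % is set by controls: 0 for no effect and ±100 for the full control effect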
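Here, cytotoxicity is scored as loss of luminescence. The MLSMR collection was tested on cells seeded in medium containing 10% Nu serum, with a 24 hr compound exposure preceded by 12 hours of culture.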
GLP1R inv ag = acts as inverse agonist at human GLP-1 receptor. P43220. HEK293 GLP-1R CRE-luciferase, luminescence, 24 h; GLP-1R form is constitutively active. Potency, µM (series often up to 38.3 µM), inactives show at the highest dose activity change, negative = inhibition, hits mostly inhibitors. 1.6% of 410,000 active. AID 624417; note: potency is the fitted concentration of half-maximal effect; % is set by controls: 0 for no effect and ±100 for the full control effect; nearly all actives have a fitted effect of over 55% in size
Target sequence (P43220 whole entry, looked up): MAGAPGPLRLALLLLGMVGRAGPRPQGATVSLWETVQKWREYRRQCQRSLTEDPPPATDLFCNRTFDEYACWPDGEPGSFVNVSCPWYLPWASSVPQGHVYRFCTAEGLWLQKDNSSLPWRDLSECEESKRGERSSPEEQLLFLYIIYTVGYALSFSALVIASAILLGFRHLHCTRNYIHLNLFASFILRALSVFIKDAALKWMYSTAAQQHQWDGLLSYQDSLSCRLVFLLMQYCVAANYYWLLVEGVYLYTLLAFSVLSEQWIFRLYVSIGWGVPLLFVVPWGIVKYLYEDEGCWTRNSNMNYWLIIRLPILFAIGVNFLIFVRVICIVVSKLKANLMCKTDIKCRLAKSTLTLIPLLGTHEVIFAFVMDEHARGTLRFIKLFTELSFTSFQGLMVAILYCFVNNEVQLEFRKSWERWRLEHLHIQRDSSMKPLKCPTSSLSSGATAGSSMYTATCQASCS
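GLP-1R inverse agonism mode: basal reporter luminescence in engineered HEK293 cells measured after one day of compound exposure at 37 deg C, with a 12 min room-temperature detection step.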
FUS suppressor = rescues growth of FUS-expressing yeast | S. cerevisiae FUS-expressing, growth rescue, OD600, 24 h | 0.24% of 390,000 active | Potency, µM (titrated, usually from 76.6 µM), without a hit: top-dose growth rescue (activation), most hits filed as activators;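 note: potency is the fitted concentration of half-maximal effect; plate controls were DMSO vehicle for no effect and reference control for full effect; nearly all actives have a fitted effect of over 55% in size; some results filed as inactive show a strong effect at the top dose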
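Quantitative HTS measuring growth restoration of FUS-toxic yeast. Galactose-induced cells (OD 0.005) were exposed 24hr at 30C to compounds at several concentrations, then absorbance at 600 nm was recorded.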
PTHR1 ag = agonists of human PTHR1 parathyroid hormone receptor | HEK293 GP2 PTHR1 cells, GloSensor cAMP luminescence, 1 h | 0.075% of 410,000 active | Potency, µM (top dose mostly 115 µM), for the others: at the top dose activation, most hits filed as activators | Q03431; note: potency is the fitted concentration of half-maximal effect; nearly all actives have a fitted effect of over 55% in size; some results filed as inactive show a strong effect at the top dose; inactives centre near -15; many of its hits are not listed in these tables
Target sequence (Q03431 whole entry, looked up): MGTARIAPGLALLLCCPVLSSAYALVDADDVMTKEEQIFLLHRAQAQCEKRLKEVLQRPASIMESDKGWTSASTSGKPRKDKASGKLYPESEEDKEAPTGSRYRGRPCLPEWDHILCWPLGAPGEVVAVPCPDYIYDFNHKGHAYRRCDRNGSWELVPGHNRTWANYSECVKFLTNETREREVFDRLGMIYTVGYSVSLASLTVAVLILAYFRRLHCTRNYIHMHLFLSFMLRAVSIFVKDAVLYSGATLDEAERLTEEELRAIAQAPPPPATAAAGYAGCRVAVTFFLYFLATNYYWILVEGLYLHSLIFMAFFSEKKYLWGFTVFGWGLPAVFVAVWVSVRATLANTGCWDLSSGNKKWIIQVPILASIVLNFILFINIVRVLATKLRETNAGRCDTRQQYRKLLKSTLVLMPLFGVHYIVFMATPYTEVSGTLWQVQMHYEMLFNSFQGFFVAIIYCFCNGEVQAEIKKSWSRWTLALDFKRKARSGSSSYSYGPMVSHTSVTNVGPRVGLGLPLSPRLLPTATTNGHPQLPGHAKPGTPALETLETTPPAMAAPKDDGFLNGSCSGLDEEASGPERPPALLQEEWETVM
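HEK-293-derived GP2 cells expressing PTHR1 and a GloSensor cAMP reporter, 3,000/well, plated overnight, given luciferin plus IBMX (each 0.5 mM as added) for 1 h at 37 °C, then compound for 1 h at 37 °C. Luminescence was read after 15 min at room temperature.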
TDP-43 yeast inh = rescues yeast growth from TDP-43 toxicity | TDP-43 expressing yeast growth rescue, BacTiter-Glo, 24 h | Potency, µM (series often up to 46.1 µM), without a hit: at the highest dose growth rescue (activation), actives largely listed as activators | 1.8% of 410,000 active | AID 652104; note: potency is the fitted concentration of half-maximal effect; % of control where 0% means no effect; nearly all actives have a fitted effect of over 50% in size
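In this qHTS, compounds that restore growth of yeast expressing TDP-43 appear as activators. Cells (OD600=0.02, galactose medium, raffinose-pregrown) are incubated with compound 24 hr at 30 deg C and growth is quantified by BacTiter-Glo.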
Akt phos inh = inhibitors of Akt phosphorylation. Neuro2A IGF-stimulated pAkt S473 HTRF, 20 min; hits give low values. activity change, % for hits at 50 µM. 0.32% of 360,000 active. AID 651550; in the data active = activity change below about -80%; inconclusive = mostly about -51% to -80%; note: % is set by controls: 0 for no effect and ±100 for the full control effect
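Neuro2A cells in DMEM with 0.5% FBS, overnight at 37 deg C, given compound at single 50 µM final, then IGF (6 nM final) for 20 min at 37 deg C. Lysed; phospho-Akt Ser473 by HTRF after 24 h, 665/615 ratio.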
Abeta rescue = A-beta toxicity reversal in yeast; yeast expressing A-beta42, growth rescue, OD600, 48 h; response scale: 0% DMSO, 100% iron-clioquinol control; Potency, µM (doses to about 46.1 µM), for inactives: at the top dose growth rescue, hits mostly activators; 0.063% of 410,000 active; AID 1347071; note: potency is the fitted concentration of half-maximal effect; nearly all actives have a fitted effect of over 55% in size
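Yeast growth medium received pinned compounds, then yeast cells expressing toxic A-beta were added; plates incubated at 30 C for 48 hr. Growth read as absorbance at 600 nm, normalized to DMSO and equimolar FeCl3 plus clioquinol controls.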
aSyn rescue = inhibitors of alpha-synuclein toxicity in yeast; Yeast expressing alpha-synuclein, growth rescue, BacTiter-Glo, 24 h; Potency, µM (series often up to 46.1 µM), for inactives: at the highest dose growth rescue (activation), hits mostly activators; 0.14% of 370,000 active; AID 652106; note: potency is the fitted concentration of half-maximal effect; % of control where 0% means no effect; nearly all actives have a fitted effect of over 65% in size
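Screening used galactose-induced yeast with toxic alpha-synuclein levels, exposed to compound for 24 hr at 30 deg C. Cell growth, read with BacTiter-Glo luminescence, gave the measured signal.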
* = called active by the depositor; i = inactive; u = inconclusive; x = not tested or not shown; [ ] = dose if it differs, or a comment. Unless noted, calls come from the whole dose curve; as a rule, active = well fitted curve in the direction sought with a large enough effect; inconclusive = small, poorly fitted or top-dose-only effect, or another doubt; inactive = no such curve, though single readings can be large; an effect the other way counts as inactive or inconclusive. This is a subset, so the mix of outcomes need not match the whole.

Structure	Mm-Cpn inhibitor	GLP1R cytotox	GLP1R inv ag	FUS suppressor	PTHR1 ag	TDP-43 yeast inh	Akt phos inh	Abeta rescue	aSyn rescue
CC(NC(=O)C(=O)N/N=C\c1ccc([N+](=O)[O-])cc1)c1ccccc1 (stereo unspecified)	-2%	6%	10%	-13%	i	16%	i	-14%	-1%
Cn1c2c(c(=O)n(C)c1=O)CN(Cc1ccccc1)CN2	x	0%	24%	-4%	i	16%	i	-8%	0%
Cc1ccc([C@@H]2CC=C(C(=O)O)[C@H](c3ccc(Cl)cc3)N2S(=O)(=O)c2ccccc2C)cc1	2%	-18%	8.9µM*	-11%	-29%	-33%[inhibitor]	i	-35%[inhibitor]	1%
O=c1c2[nH]cnc2n(-c2ccccc2)c(=O)n1Cc1ccccc1	2%	11%	118%[activator]	-8%	-7%	-1%	i	-12%	1%
CC(C)(CC(=O)O)CC(=O)O	1%	-8%	24%	-18%	-19%	16%	i	9%	0%
COC(=O)C(C)n1nc(C)n(-c2ccc(C)cc2)c1=O (stereo unspecified)	2%	3%	2%	16%	i	21%	i	4%	9%
COC(=O)/C(=C/c1cccc([N+](=O)[O-])c1)NC(=O)c1ccc(OC)cc1	1%	-27%	3%	x	-6%	0%	i	31%	2%
CC(=O)c1cc(C#N)c(SCC(=O)OC(C)(C)C)nc1C	u	-12%	u	u	-5%	17%	i	30%	-2%
COc1ccc(C(CNC(=O)CCNC(=O)c2ccccc2Cl)N2CCCC2)cc1 (stereo unspecified)	-1%	5%	-2%	-19%	-22%	13%	i	5%	2%
CCCCN(C(=O)NCCCCCCNC(=O)N(CCCC)C1CCS(=O)(=O)C1)C1CCS(=O)(=O)C1 (stereo unspecified)	4%	4%	25%	15%	-67%[inhibitor]	1%	i	-8%	2%
CCOC(=O)CNC(=O)N1CCc2ccc(NC(=O)c3ccccc3Cl)cc2C1	1%	-11%	u	-31%	-96%[inhibitor]	9%	i	12%	1%
Cn1c(=O)c2c(nc(NN=C3CCCCC3)n2C)n(C)c1=O	-4%	13%	6%	15%	i	-23%	i	-19%	-6%
CC(=O)C1=C(O)C(=O)N(C)C1c1ccccc1F (stereo unspecified)	-1%	1%	1%	-9%	0%[57.5 µM]	-2%	i	8%	0%
Cc1cc2ccccc2n2c(SCC(=O)Nc3cccc(C(F)(F)F)c3)nnc12	x	12%	6%	-18%	u	-8%	x	-16%	x
O=C(Nc1cccc(-c2ccc(N3CCOCC3)nn2)c1)c1ccccc1Cl	-2%	8%	11%	5%	-24%	4%	i	-4%	-4%

Other results:
Structure	Mm-Cpn inhibitor	GLP1R cytotox	GLP1R inv ag	FUS suppressor	PTHR1 ag	TDP-43 yeast inh	Akt phos inh	Abeta rescue	aSyn rescue
CC(=O)NS(=O)(=O)c1ccc(NC(=O)CSc2ccccc2)cc1	0%	-31%	5%	-8%	-38%[inhibitor]	7%	i	6%	5%
CCN(CC(=O)NC1CCCCCC1)S(=O)(=O)c1ccccc1	0%	-8%	-26%	6%	-25%[57.5 µM]	7%	i	-1%	1%
COc1ccc(N2CC(C(=O)Nc3c4c(nn3-c3ccc(OC)cc3)CS(=O)(=O)C4)CC2=O)cc1 (stereo unspecified)	0%	3%	-1%	16%	-14%	-25%	i	-12%	5%
CCNC(=O)C1CC(=O)OC12CCCCC2 (stereo unspecified)	1%	38%[activator]	4%	8%	6%	-4%	i	u	0%
O=C(NNc1cc(N2CCCC2)nc(N2CCCC2)n1)c1ccc([N+](=O)[O-])cc1	2%	0%	28%	38%	-60%[inhibitor]	-12%	i	-16%	-4%
O=C(NCC1OCCc2ccccc21)C1COc2ccccc2O1 (stereo unspecified)	-2%	-5%	-16%	9%	-21%	4%	i	-1%	4%
O=C(NNC(=O)c1ccccc1-n1cccc1)c1ccc(Cl)c(Cl)c1	0%	-11%	-25%	-9%	i	10%	i	15%[9.22 µM]	-10%
CN(CCN1CCOCC1)C(=O)c1cc(COc2ccc(F)c(F)c2)on1	0%	2%	-12%	-7%	-44%[inhibitor]	8%	i	14%	1%
COC(=O)c1c(-c2ccc(C)cc2)csc1NC(=O)C1CC=CCC1C(=O)O (stereo unspecified)	-3%	-5%	-10%	x	-35%[inhibitor]	-19%	i	0%	4%
Cc1cn([C@H]2C[C@H](O)[C@@H](CNCc3ccccc3OCCCN3CCOCC3)O2)c(=O)[nH]c1=O	x	-15%	7%	1%	0%	25%	i	0%	u
CCN(CC)c1ccc(S(=O)(=O)N2CCOCC2)cc1NC(=O)CSC(=S)N1CCCC1	0%	-19%	u	32%	-15%	-2%	i	-13%	-3%
COc1cc(NC(=O)CC2C(=O)OCCN2Cc2ccccc2)cc(OC)c1 (stereo unspecified)	x	-18%	-1%	16%	-40%[inhibitor]	25µM*	x	-24%	x
CN(C(=O)CSc1n[nH]c(N)n1)C1CCCCC1	-6%	0%	16%	-12%	-1%	11%	i	-1%	5%
Cc1ccc(NC(=O)CSc2nc(O)c(Cc3ccccc3)c(=O)n2-c2ccccc2)cc1	2%	0%	-26%	13%	-12%	-11%	i	-10%	1%
CCOC(=O)Cc1c(-c2cccc(Br)c2)nc2c3ccccc3ccn12	x	10%	-24%	34%	0%	22µM*	i	-32%	8%

Overlap with the part before: two entries, followed by the next part.
Structure	Mm-Cpn inhibitor	GLP1R cytotox	GLP1R inv ag	FUS suppressor	PTHR1 ag	TDP-43 yeast inh	Akt phos inh	Abeta rescue	aSyn rescue
Cc1ccc(NC(=O)CSc2nc(O)c(Cc3ccccc3)c(=O)n2-c2ccccc2)cc1	2%	0%	-26%	13%	-12%	-11%	i	-10%	1%
CCOC(=O)Cc1c(-c2cccc(Br)c2)nc2c3ccccc3ccn12	x	10%	-24%	34%	0%	22µM*	i	-32%	8%
O=C1CCN(Cc2ccccc2)C=C1c1ccc(Cl)cc1	-1%	11%	-8%	12%	-47%[inhibitor]	0%	i	9%	6%
Fc1ccc(-c2ccc(CNCc3ccccn3)o2)cc1	1%	0%	17%	13%	i	11%	i	0%	6%
Cn1c(=O)n(C)c2cc(C(=O)Nc3ccc4c(c3)OCO4)ccc21	0%	-1%	59%[activator]	8%	i	8%	i	4%	-1%
Cc1ccc(C)c(-n2c(SCC(=O)NCC3CCCO3)nnc2-c2ccoc2C)c1 (stereo unspecified)	-2%	-6%	-1%	22%	i	6%	i	-1%	0%
Cc1cc(C)c2nc(N3CCC(C(=O)N4CCN(C(=O)c5ccco5)CC4)CC3)sc2c1	3%	-2%	7.9µM*	u	-33%[inhibitor]	u	i	14%	14%
COc1cccc(NC(=O)C2CCN(S(=O)(=O)c3ccc4c(c3)NC(=O)CO4)CC2)c1	1%	-4%	-20%	-1%	i	2%	i	3%	9%
COCCC(=O)NC1CCCc2c1cnn2-c1cccc(C)c1C (stereo unspecified)	-2%	-4%	-4%	12%	-4%	-25%	i	5%	-6%
COC(=O)C1CCN(C2CN(Cc3ccc(C)cc3)S(=O)(=O)C2)CC1 (stereo unspecified)	x	4%	30%[activator]	-17%	-11%	13%	i	-11%	8%
COc1ccc(NC(=O)CSCC(=O)Nc2cccc(S(=O)(=O)N3CCCCCC3)c2)cc1	0%	-10%	u	22%	-87%[inhibitor]	-8%	i	-11%	-3%
CCC1CCCCN1C(=O)CCc1nnc(Cc2cc(OC)ccc2OC)o1 (stereo unspecified)	0%	1%	14%	27%	-1%	5%	i	6%	1%
CC(C)N(Cc1ccccc1)C(=O)CN1C(=O)NC(Cc2ccccc2)(c2ccccc2)C1=O (stereo unspecified)	u	-4%	u	26%	-25%	-2%	i	25%	-1%
COc1ccccc1-c1c(NC(=O)c2ccco2)n(C)c2ccccc2c1=O	0%	-1%	12%	14%	i	-10%	i	8%	-1%
N#CCCn1nc2c(c1N)CCC2	x	-20%	0%	x	i	-2%	i	9%	-1%
CSc1nc(Oc2ccc(F)cc2F)cc(C(F)(F)F)n1	0%	-1%	12%	-18%	-15%	7%	i	11%	2%
Cc1ccccc1N1CCN(CCC(=O)Nc2ccc(F)cc2)CC1	-1%	21%	u	-15%	-26%	10%	i	-8%	0%

(continued)
Structure	Mm-Cpn inhibitor	GLP1R cytotox	GLP1R inv ag	FUS suppressor	PTHR1 ag	TDP-43 yeast inh	Akt phos inh	Abeta rescue	aSyn rescue
O=[N+]([O-])c1ccc(Cl)c(NC2=NCCCCC2)c1	2%	-19%	7%	-4%	-6%	12%	i	4%	6%
Cc1oc(-c2cccc(Cl)c2)nc1CN1CCCC(C(=O)NCCCN2CCOCC2)C1 (stereo unspecified)	2%	-17%	u	x	i	16%	i	7%	4%
Cc1ccc(C(=O)Cn2cccn2)cc1	-7%	8%	6%	1%	-5%	-4%	i	-20%	-12%
O=C(COc1ccc(Cc2ccccc2)cc1)c1ccc(F)cc1	-4%	-12%	u	x	i	8%	i	27%	-1%
COc1ccc(OC)c(-c2csc(NC(=O)c3ccc4c(c3)OCO4)n2)c1	-6%	-8%	31%	6%	-9%	-5%	i	1%	-10%
COc1ccc(S(=O)(=O)N2CCC(C(=O)N[C@H](C(=O)NCc3ccccc3)C(C)C)CC2)cc1	x	-5%	5%	-2%	i	17%	i	-9%	9%
Cc1cc(C)n(CC(=O)NNC(=O)CCCOc2ccc(Cl)cc2C)n1	0%	6%	u	0%	-21%	-10%	i	1%	12%
CCc1cc2c(SCC#N)ncnc2s1	0%	-9%	30%[activator]	1%	0%	u	i	-22%	-5%
COc1ccc(S(=O)(=O)N2CCCC2CNC(=O)C(=O)NCc2ccccc2)cc1 (stereo unspecified)	1%	-15%	u	11%	-20%	-4%	i	-6%	-4%
COc1ccc2c(c1OC)C(=O)N(c1ncn[nH]1)C2	-1%	82%[activator]	23%	4%	u	2%	i	17%	1%
